Screening results: PubChem, several laboratories
HSP90 refold inh: inhibitors of HSP90 luciferase refolding in rabbit reticulocyte lysate | 290,000 tested, 0.91% active | luciferase refolding luminescence, 3 h | inhibition, % at 5.6 µM;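 active = inhibition above the screen-wide mean plus 3 SD, computed separately per campaign, cut at about 16% in these data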;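 note: 0% = DMSO wells and 100% = 60 µM geldanamycin wells; inhibitors lower the luminescence because luciferase stays unfolded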
Platelet DG rel: modulates dense granule release in human platelets; human platelet-rich plasma, SFLLRN dense granule ATP release, luminescence; inhibition, %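 (compounds screened at 7.5 µM in platelet-rich plasma)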; 300,000 tested, 0.22% active;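 active = mean replicate score, as percent of positive control, at or above 50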
KLF5 inhibitor: kruppel-like factor 5 inhibition. 290,000 tested, 0.23% active. inhibition, % at 5 µM. AID 1700. DLD-1 KLF5 promoter-luciferase reporter, luminescence;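 active = inhibition above a per-plate limit of that plate's mean compound inhibition plus 3 SD, cut at about 60% in these data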;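 note: 0% = DMSO wells and 100% = LY294002 at 200 µM; higher means less KLF5 promoter-driven luciferase light; inactives centre near -14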
GSK3 alpha inh: blocks human GSK-3 alpha kinase; ADP-Glo luminescence, 60 min; inhibition, % at 10 µM; 320,000 tested, 0.1% active;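 in the data active = inhibition above about 50%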;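 note: GST-tagged GSK-3 alpha with peptide substrate and 25 µM ATP; 0% = DMSO neutral wells and 100% = GW8510 positive control wells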
Target sequence (P49840 whole entry, looked up): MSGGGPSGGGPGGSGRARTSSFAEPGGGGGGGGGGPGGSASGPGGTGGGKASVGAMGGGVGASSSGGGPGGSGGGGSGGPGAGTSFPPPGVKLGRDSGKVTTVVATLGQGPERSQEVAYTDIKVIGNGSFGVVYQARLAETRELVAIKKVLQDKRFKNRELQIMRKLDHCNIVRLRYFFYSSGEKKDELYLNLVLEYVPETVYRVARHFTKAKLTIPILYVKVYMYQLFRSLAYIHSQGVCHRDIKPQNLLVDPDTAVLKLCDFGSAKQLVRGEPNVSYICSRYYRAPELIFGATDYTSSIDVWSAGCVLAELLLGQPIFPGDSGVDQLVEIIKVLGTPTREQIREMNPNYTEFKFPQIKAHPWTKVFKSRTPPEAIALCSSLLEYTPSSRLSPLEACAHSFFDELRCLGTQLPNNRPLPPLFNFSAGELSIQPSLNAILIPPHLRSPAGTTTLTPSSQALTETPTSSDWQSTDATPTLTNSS
HSF1 inh: HSF1 inhibition; AID 2098; activity change, negative = inhibition, % at 7.5 µM (by protocol); 300,000 tested, 0.77% active; NIH3T3-HGL HSE-luciferase, MG132-induced, luminescence 8 h; active compounds read low;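 active = more than half of replicate wells show activity change below -50%, luminescence cut by over half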;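 note: luciferase reports HSF-1 transcriptional activity via heat shock element; 0% = median of DMSO wells and -100% = zero luminescence signal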
HSF1 activator: increases HSF-1 driven luciferase reporter signal | NIH3T3-HGL HSF-1 luciferase reporter, MG132, 8 h; 100% = twice DMSO control signal | activation, % at 9 µM | 300,000 tested, 1.7% active;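 active = mean replicate activation of at least 50% with a set share of replicates each reaching 50%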;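 note: 0% = median of the neutral control wells and 100% = twice that signal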
IEC-6 cytotox: counter-screen for KLF5 inhibitors: cytotoxicity in IEC-6 cells. IEC-6 cytotoxicity, luminescence viability. inhibition, % at 5 µM. 290,000 tested, 0.78% active. AID 1825; in the data active = inhibition above about 22%;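 note: 0% = plate median of test compound wells and 100% = cytotoxic reference compound wells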
aSyn 5UTR inh: MLPCN primary screen, SNCA 5' untranslated region; inhibition, % (tested at 7.5 µM); 300,000 tested, 0.82% active; alpha-synuclein 5'UTR reporter, inhibitor activity; in the data active = inhibition above about 60%;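 note: H4 neuroglioblastoma cells stably carrying SNCA 5'UTR luciferase fusion; 0% = DMSO wells and 100% = positive control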
DYRK1A inh: Dyrk1A (rat) kinase inhibition | Q63470 | ADP-Glo luminescence, NFATc1 peptide | inhibition, % at 12.5 µM | 310,000 tested, 0.43% active | AID 504441; in the data active = inhibition above about 50%;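 note: plate controls were vehicle with enzyme for no effect and no enzyme for full effect; many of its hits are not listed in these tables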
GSK3beta inhib: blocks human GSK3beta kinase activity; 300,000 tested, 0.038% active; GST-GSK3beta kinase, ADP-Glo luminescence, 60 min; active compounds read low; activity score (negative = inhibition), % at 10 µM; P49841; AID 2097;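 active = more than half of replicate wells score below -50%, meaning over 50% inhibition versus plate controls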;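 note: 0% = median DMSO wells and -100% = median GW8510 positive control wells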
Target sequence (P49841 whole entry, looked up): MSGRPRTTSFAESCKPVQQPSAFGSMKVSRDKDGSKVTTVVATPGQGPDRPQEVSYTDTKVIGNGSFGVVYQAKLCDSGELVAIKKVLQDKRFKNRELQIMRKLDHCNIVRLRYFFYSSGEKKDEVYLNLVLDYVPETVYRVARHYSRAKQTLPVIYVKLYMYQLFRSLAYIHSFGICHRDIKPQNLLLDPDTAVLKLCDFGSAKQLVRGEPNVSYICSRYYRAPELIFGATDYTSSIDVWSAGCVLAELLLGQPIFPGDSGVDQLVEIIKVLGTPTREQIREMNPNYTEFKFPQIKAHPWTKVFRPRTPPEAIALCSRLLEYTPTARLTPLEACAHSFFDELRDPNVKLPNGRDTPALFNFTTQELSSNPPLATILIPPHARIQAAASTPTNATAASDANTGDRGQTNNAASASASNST
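Assay system: GST-tagged human GSK3beta kinase, cell-free; Input: 1.6 ng GSK3beta; Medium: Tris/MgCl2 kinase buffer; Timing: 60 min enzyme reaction, room temperature; Signal: ADP-Glo luminescence quantifying ADP generated by kinase; Evaluation: score relative to plate controls; Benchmarks: DMSO neutral wells and GW8510 at 20 µM as positive.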
Starred values were filed as active, the others as inactive; · = not tested or not shown.

SMILES	HSP90 refold inh	Platelet DG rel	KLF5 inhibitor	GSK3 alpha inh	HSF1 inh	HSF1 activator	IEC-6 cytotox	aSyn 5UTR inh	DYRK1A inh	GSK3beta inhib
N/C(=N\OC(=O)CCCOc1ccccc1)c1ccc([N+](=O)[O-])cc1	-1	5	-28	-2	-1	0	-2	-5	-1	2
COc1ccccc1N1Cc2ccccc2C1	7	4	8	2	2	14	-3	-35	3	3
COc1ccc(NC(=O)c2ccc(NC(=O)c3cccs3)cc2)cc1	3	-3	-11	3	-3	-2	3	-9	-4	0
O=C(O)C1Nc2ccc(Br)cc2C2C=CCC12 (stereo not drawn)	-1	-4	-20	0	3	27	-18	12	·	-4
Cc1ccc([N+](=O)[O-])cc1NC(=O)C1CCN(S(C)(=O)=O)CC1	-1	5	-5	-1	-1	9	4	-18	2	0
O=C(c1ccc(-c2ccccc2)cc1)N1CCCC1	-3	-1	-10	0	-1	10	0	-88	4	2
CSc1nc2ccc(NS(=O)(=O)c3c(Cl)cccc3Cl)cc2s1	1	-1	-14	-4	-5	-9	-2	-21	-8	5
O=c1c2ccccc2[nH]c2ccc(O)cc12	5	2	-33	3	-7	4	-10	-18	15	0
Cc1ccc(NC(=O)C(C)c2cccc(C(=O)c3ccccc3)c2)cc1 (stereo not drawn)	6	-3	-26	-2	-2	4	3	-15	7	-2
CCN(C(=O)CN1C(=O)NC2(CCc3ccccc32)C1=O)C1CCCCC1 (stereo not drawn)	·	-2	·	0	-4	-7	·	-2	10	0
Cn1nccc1C(=O)N1CCN(c2cccc(C(F)(F)F)c2)CC1	3	-8	-28	-2	10	7	-1	6	4	-3
CNC(=S)N1CCN(c2ccccn2)CC1	4	-3	-3	0	11	44	-8	2	-4	0
Cc1ccc(S(=O)(=O)N2CCC(C(=O)OCC(=O)N3CC(=O)Nc4ccccc43)CC2)cc1	-1	-1	2	0	2	-4	0	-5	2	1
O=C(N=C1SC2CS(=O)(=O)CC2N1Cc1ccc(Cl)cc1)C1CCCO1 (stereo not drawn)	0	2	-9	1	6	-2	1	9	·	3
O=C(NC1CCCCC1)C(c1ccccc1)N1CCc2ccccc21 (stereo not drawn)	1	-11	-16	-2	0	18	5	-9	-1	0

Part of the list above, limited to HSP90 refold inh.
| molecule | HSP90 refold inh |
| --- | --- |
| N/C(=N\OC(=O)CCCOc1ccccc1)c1ccc([N+](=O)[O-])cc1 | -1 |
| COc1ccccc1N1Cc2ccccc2C1 | 7 |

Next entries
SMILES	HSP90 refold inh	Platelet DG rel	KLF5 inhibitor	GSK3 alpha inh	HSF1 inh	HSF1 activator	IEC-6 cytotox	aSyn 5UTR inh	DYRK1A inh	GSK3beta inhib
Clc1ccc(-c2nnc(-c3ccco3)o2)cc1	0	-2	-85	-2	·	·	2	-203	-3	-1
COC(CNc1ccc([N+](=O)[O-])c(NCC(OC)OC)c1C#N)OC	0	5	-10	-2	4	3	-4	-8	2	0
Cc1nn(-c2ccccc2)c(Cl)c1C(=O)Nc1nnc(C2CCCC2)s1	5	1	-3	-2	4	1	6	10	-2	1
Cc1nc(=O)c(-c2ccccc2)c(C)n1-c1ccc(Br)cc1	-1	-4	-41	1	-8	1	-5	16	·	0
O=c1c2c3c(sc2nc2n1N=C(c1cccs1)CS2)CCCC3	5	4	-6	-2	-24	-26	3	-166	-5	1
O=C(O)c1ccc(Cn2cc(/C=C\[N+](=O)[O-])c3ccccc32)o1	43*	-4	4	15	0	-21	4	7	·	-5
COC(=O)C1=C(C(=O)c2ccccc2)C(c2ccc(OC)c(OC)c2)Nc2nnnn21 (stereo not drawn)	-3	-2	-18	1	0	-3	-1	-12	·	-4
CC(C)N=C(NC#N)SCc1ccc(F)cc1	7	3	-38	-1	-4	-3	0	27	-3	3
O=C(N/N=C/c1c[nH]c2ccccc12)c1ccc([N+](=O)[O-])cc1Cl	3	1	-4	-1	0	2	2	6	19	-5
CN(C)c1ccc(/C=N\NC(=O)CC#N)cc1	0	7	-23	-4	0	-4	1	14	-3	1
O=S1(=O)[C@H]2C[C@@H]3CC[C@]2(CN1Cc1cccc(F)c1)O3	·	5	·	-2	-3	8	·	2	1	0
O=S(=O)(O)c1cc2oc(-c3ccccc3)nc2c2ccccc12	·	-2	·	-1	-2	3	·	29	4	3
O=C(CSc1nnc(Cc2cc(=O)[nH]c(=O)[nH]2)n1-c1ccc(Cl)cc1)NC1CCCC1	-3	·	-29	·	·	·	-11	·	1	·
COc1ccc(-n2nc3c(N4CCC(C(=O)NC5CCCCC5)CC4)nnc(C)c3c2C)cc1	7	10	10	3	1	-2	17	36	3	1
Cc1cccc(C(C)C)c1NC(=O)COC(=O)CNS(=O)(=O)c1ccccc1	·	-7	·	1	1	-12	·	11	-1	4

Quoted at random: seven compounds from above.
SMILES	HSP90 refold inh	Platelet DG rel	KLF5 inhibitor	GSK3 alpha inh	HSF1 inh	HSF1 activator	IEC-6 cytotox	aSyn 5UTR inh	DYRK1A inh	GSK3beta inhib
CSc1nc2ccc(NS(=O)(=O)c3c(Cl)cccc3Cl)cc2s1	1	-1	-14	-4	-5	-9	-2	-21	-8	5
O=C(CSc1nnc(Cc2cc(=O)[nH]c(=O)[nH]2)n1-c1ccc(Cl)cc1)NC1CCCC1	-3	·	-29	·	·	·	-11	·	1	·
Cc1ccc(S(=O)(=O)N2CCC(C(=O)OCC(=O)N3CC(=O)Nc4ccccc43)CC2)cc1	-1	-1	2	0	2	-4	0	-5	2	1
O=C(N=C1SC2CS(=O)(=O)CC2N1Cc1ccc(Cl)cc1)C1CCCO1 (stereo not drawn)	0	2	-9	1	6	-2	1	9	·	3
O=C(N/N=C/c1c[nH]c2ccccc12)c1ccc([N+](=O)[O-])cc1Cl	3	1	-4	-1	0	2	2	6	19	-5
O=S1(=O)[C@H]2C[C@@H]3CC[C@]2(CN1Cc1cccc(F)c1)O3	·	5	·	-2	-3	8	·	2	1	0
Cc1nc(=O)c(-c2ccccc2)c(C)n1-c1ccc(Br)cc1	-1	-4	-41	1	-8	1	-5	16	·	0

(listing goes on)
SMILES	HSP90 refold inh	Platelet DG rel	KLF5 inhibitor	GSK3 alpha inh	HSF1 inh	HSF1 activator	IEC-6 cytotox	aSyn 5UTR inh	DYRK1A inh	GSK3beta inhib
Cc1cccc2cc(CN(CCc3ccccc3)C(=O)N3CCOCC3)c3nnnn3c12	2	0	-11	1	-4	2	-7	-20	0	-1
COc1ccc(CCNC(=O)C2CC(=O)N(c3ccc(C)cc3)C2)cc1 (stereo not drawn)	-2	3	-29	-3	-11	4	-1	1	-5	-4
O=C(CC1CCCC1)N1CCCC(Nc2cccc(F)c2)C1 (stereo not drawn)	1	-3	-19	-3	-1	17	-3	-1	-1	-2
Cc1ccc2c(c1)[nH]c1c(N3CCN(Cc4ccccc4)CC3)ncnc12	-4	2	-4	1	-12	-9	-5	-21	0	5
O=C(NNS(=O)(=O)c1ccc2ccccc2c1)C1CCN(Cc2ccccc2)CC1	3	1	-38	-3	1	9	4	-1	0	2
CCOC(=O)c1ccc(N2CN=C3SCC(=O)N3C2)cc1	3	10	-22	-1	-39	-52	-6	-6	-3	2
Cc1cc(C)n2[nH]c(=O)c(N=Nc3cccc(Cl)c3)c2n1	7	5	-37	21	-3	-6	-5	5	-5	4
Cc1nc2cc(NC(=O)c3ccc(S(=O)(=O)N(C)c4ccccc4)cc3)ccc2o1	-1	-1	-48	0	2	7	1	-132	-6	2
Cc1sc(NC(=O)CCC(=O)O)c(C#N)c1C	1	-17	0	-1	-2	11	5	-4	-7	2
O=C(OCc1cc(=O)n2c(n1)sc1ccccc12)c1ccc2c(=O)n3c(nc2c1)CCC3	·	2	·	-1	-4	-4	·	-16	-1	2
CC1(C)Cc2c(sc(NC(=O)Cc3ccccc3)c2C#N)CO1	3	9	-24	-1	-4	13	2	-10	-4	-9
Clc1ccc(N2N=C(c3cccs3)CC2c2ccco2)cc1 (stereo not drawn)	4	10	5	-2	14	17	3	-6	0	1
CCCCOc1ccc(Nc2nc(C)cc(C)c2C#N)cc1	-1	0	-25	0	2	20	1	-33	6	2
CSc1ccc(C#N)cc1NC(=O)c1ccc(Cl)cc1	1	-9	-3	-5	-2	0	5	4	6	-2
Cc1cc(C)n(-c2nc(NCCCN(C)C)c3c4c(sc3n2)COC(C)(C)C4)n1	-4	-19	-9	0	3	7	-4	-5	·	-4
O=C(N/N=C/c1cccs1)c1n[nH]c2c1CCCC2	36*	32	-6	-17	-26	-37	8	82*	3	1
NS(=O)(=O)c1ccc(NCC2COc3ccccc3O2)c([N+](=O)[O-])c1 (stereo not drawn)	3	-1	-23	-1	25	21	2	-29	3	1
Cc1cccn2c(=O)c3cc(S(=O)(=O)c4ccc(F)cc4)c(=N)n(Cc4ccco4)c3nc12	4	0	-17	-1	50	98*	-6	-28	-14	-4
CC(C)=CCCC1=CCC(/C=N/NC(N)=O)C(C)C1 (stereo not drawn)	-1	2	18	0	·	·	2	3	3	-1
CN(C)S(=O)(=O)c1ccc(C(=O)Nc2nnc(-c3ccco3)o2)cc1	0	-1	-18	-2	-3	1	1	-12	-1	-2
Cc1ccc(-c2cnc3ccccc3n2)cc1C	29*	20	-109	-1	8	26	7	13	-7	-2
COc1ccc(S(N)(=O)=O)cc1C(=O)OCCCOc1ccc(F)cc1	3	-1	1	3	5	38	-1	10	-4	-6
CCOC(=O)CSC1=C(C#N)C(=O)NC(c2ccc(OC)c(OC)c2)S1 (stereo not drawn)	-2	-3	-51	5	-9	-1	-5	-12	1	0
COC(=O)c1cc(NC(=O)c2c(-c3c(Cl)cccc3Cl)noc2C)ccc1N1CCOCC1	2	-4	-41	1	2	24	-2	-18	-2	-3
Cc1cc(C(=O)Nc2ncn[nH]2)ccc1[N+](=O)[O-]	4	2	-48	-2	-5	10	-7	18	0	0
CC(=O)c1ccccc1OCCOc1ncnc2sccc12	-3	-5	-18	-1	5	-1	-4	-26	1	-3
CSc1nc2c(c(=O)[nH]c(=O)n2C)n1Cc1ccccc1Cl	-2	13	-6	-3	0	-4	-2	30	14	0
COc1cc(C2C(C(=O)C(C)(C)C)=C(O)C(=O)N2Cc2ccccc2)ccc1O (stereo not drawn)	-1	-2	-20	-2	-1	8	-1	5	-8	0

Complete entries, looked up by structure. Order of screens: HSP90 refold inh, Platelet DG rel, KLF5 inhibitor, GSK3 alpha inh, HSF1 inh, HSF1 activator, IEC-6 cytotox, aSyn 5UTR inh, DYRK1A inh, GSK3beta inhib
O=C(N/N=C/c1cccs1)c1n[nH]c2c1CCCC2 is entered as 36*, 32, -6, -17, -26, -37, 8, 82*, 3, 1
CCN(C(=O)CN1C(=O)NC2(CCc3ccccc32)C1=O)C1CCCCC1 (stereo not drawn) is entered as ·, -2, ·, 0, -4, -7, ·, -2, 10, 0
COc1ccc(NC(=O)c2ccc(NC(=O)c3cccs3)cc2)cc1 is entered as 3, -3, -11, 3, -3, -2, 3, -9, -4, 0

The list is partial; count on the stated rates, not on these rows.
